# procasp3 activ = activators of human procaspase-3 D3A mutant, primary screen, biochemical, absorbance, PC-3 D3A mutant, single concentration; activation, % at 8.5 µM; Caspase-3 (Homo sapiens), P42574; 330,000 compounds, 0.11% hits; recombinant procaspase-3 D3A, Ac-DEVD-pNA absorbance 405 nm;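 active = activation above the mean of all tested compounds plus 3 SD, cut at about 21% in these data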;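 note: 0% = DMSO alone and 100% = DMSO wells spiked with extra 5 µM PC-3 D3A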
#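 Test system: Procaspase-3 D3A mutant, all three cleavage aspartates alanine | Dosing: Single dose, 8.5 µM nominal compound, 0.8% DMSO | Schedule: 1 h preincubation, 2 h reaction | Technique: 405 nm absorbance of p-nitroaniline, reads at 0 and 120 min | Repeats: One well per compound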
# PP1 counter = PP1-alpha phosphatase inhibitors, primary screen, counter-screen for PP5 inhibitor project, biochemical, fluorescence, OMFP substrate, single point; purified PP1alpha; inhibition, % at 6.7 µM; 320,000 compounds, 0.9% hits; AID 2235, 2010;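 active = inhibition above the mean inhibition of all tested compounds plus 3 SD, computed separately for each screening campaign, cut at about 15% in these data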
# HCV core dimer = inhibitors of HCV core protein dimerization, primary screen, biochemical, TR-FRET, high-throughput | inhibition, % at 5 µM | 300,000 compounds, 0.33% hits | TR-FRET GST/Flag-core106 dimerization, 1536-well | AID 1899, 2009;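 active = inhibition above the mean of all tested compounds plus 3 SD, set per screening campaign, cut at about 45% in these data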
#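 test system = GST/Flag-tagged HCV core106 proteins | probe or stimulus = Eu donor and XL665 acceptor anti-tag antibodies | times = compound-protein-antibody incubation 4 h at 22.5 °C | signal = TR-FRET, excitation 340 nm, emission 617 and 671 nm | measure = percent inhibition of core106 dimerization signal | controls = wells lacking GST-core106 and wells with excess unlabelled core106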
# JMJD2C inh = inhibitors of GASC-1 histone demethylase, primary screen, biochemical, fluorescence, DELFIA europium; Lysine-specific demethylase 4C (Homo sapiens), Q9H3R0; GST-JMJD2C(1-420) H3K9me3 demethylation; inhibition, % at 2.35 µM; 330,000 compounds, 0.069% hits;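 active = more than half of a compound's replicate wells show inhibition beyond 50%, single wells judged on their own value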;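 note: signal counts dimethyl H3K9 product captured on neutravidin plate; 0% = median of DMSO wells and 100% = 0.3 times that DMSO median; strong numbers were not always called active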
# PP5 inh = PP5 phosphatase inhibitors, primary screen, biochemical, fluorescence; Serine/threonine-protein phosphatase 5 (Homo sapiens), P53041; purified PP5c, OMFP substrate fluorescence; 320,000 compounds, 0.18% hits; inhibition, % at 6.7 µM; AID 1987, 2009;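 active = inhibition above the campaign's mean inhibition across all tested compounds plus 3 SD, cut at about 9.5% in these data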;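 note: 0% = DMSO only and 100% = 100 µM cantharidin control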
# Target sequence (P53041 whole entry, looked up): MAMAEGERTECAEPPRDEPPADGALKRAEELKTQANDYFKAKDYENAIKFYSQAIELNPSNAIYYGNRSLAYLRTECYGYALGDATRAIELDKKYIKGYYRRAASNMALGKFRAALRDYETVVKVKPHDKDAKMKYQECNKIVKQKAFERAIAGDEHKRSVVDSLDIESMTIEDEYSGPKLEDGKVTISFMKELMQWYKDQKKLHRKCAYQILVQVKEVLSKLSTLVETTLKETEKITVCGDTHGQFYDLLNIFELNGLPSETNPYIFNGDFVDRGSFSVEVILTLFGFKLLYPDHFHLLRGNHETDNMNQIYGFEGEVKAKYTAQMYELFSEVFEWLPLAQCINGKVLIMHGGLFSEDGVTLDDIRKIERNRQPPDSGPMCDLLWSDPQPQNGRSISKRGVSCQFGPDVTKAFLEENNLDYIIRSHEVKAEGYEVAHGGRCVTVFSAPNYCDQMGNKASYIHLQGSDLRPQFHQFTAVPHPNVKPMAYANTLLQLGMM
# TPT1 inhibitor = Candida albicans TPT1 enzyme inhibitors, primary screen, biochemical, fluorescence polarization. 300,000 compounds, 0.81% hits. inhibition, % at 5 µM. recombinant caTPT1, FP RNA substrate dephosphorylation. tRNA 2'-phosphotransferase TPT1 (Candida albicans SC5314);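 active = inhibition above the mean of all tested compounds plus 3 SD, set per screening campaign, cut at about 24% in these data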;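 note: plate controls were DMSO alone for no effect and ferristatin control at 100 nM for full effect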
# CTSL1 counter = Fasciola hepatica cathepsin L1 inhibitors, primary screen, counter-screen for PFM18AAP inhibitor project, biochemical, QFRET, fluorogenic peptide substrate; 300,000 compounds, 0.49% hits; recombinant F. hepatica cathepsin L1, Z-Leu-Arg-MCA fluorescence; inhibition, % at 5.96 µM; AID 1906, 2009;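 active = inhibition above the mean of all tested compounds plus 3 SD, set per screening campaign, cut at about 17% in these data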;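 note: 0% = plate median of test compound wells and 100% = 1 µM Z-Phe-Ala-diazomethylketone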
# Efflux pump inh = inhibitors of Candida efflux pumps in yeast, primary screen, S. cerevisiae, Nile Red, multiplex; AID 485275, 2010; 330,000 compounds, 0.44% hits; S. cerevisiae Candida pump triplex; inhibition, % at 10 µM;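 active = plate passing quality check with inhibition over a set limit, or well fluorescence over plate mean plus 4 SD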;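 note: Nile Red retained in pooled yeast measured as flow cytometry median fluorescence; 0% = buffer negative control and 100% = Enniatin B positive control; higher means more Nile Red kept so more efflux inhibition; some compounds called inactive have numbers as strong as hits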
# proCasp7 act = procaspase-7 activators, primary screen, counter-screen for procaspase-3 activator project, biochemical, absorbance, HTS, human | Caspase-7 (Homo sapiens), P55210 | recombinant procaspase-7, Ac-DEVD-pNA absorbance 405 nm; D23A/D198A/D206A triple mutant, cannot self-cleave; scale: DMSO 0, 5 µM enzyme 100 | activation, % at 8.5 µM | 330,000 compounds, 0.093% hits | AID 463210, 2010;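 active = percent activation above the screen-wide mean plus 3 SD, cut at about 25% in these data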
# Target sequence (P55210 whole entry D23A/D198A/D206A): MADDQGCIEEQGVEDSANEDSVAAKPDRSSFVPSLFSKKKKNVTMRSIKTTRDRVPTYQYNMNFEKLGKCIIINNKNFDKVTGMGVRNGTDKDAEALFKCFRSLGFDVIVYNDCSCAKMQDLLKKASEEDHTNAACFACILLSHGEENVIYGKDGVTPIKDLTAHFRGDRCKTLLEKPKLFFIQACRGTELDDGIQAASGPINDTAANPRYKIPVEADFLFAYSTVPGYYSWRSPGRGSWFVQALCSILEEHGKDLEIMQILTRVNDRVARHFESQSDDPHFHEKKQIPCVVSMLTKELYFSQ
#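 Assay system: Uncleavable procaspase-7 mutant enzyme; Input: 2 µM procaspase-7 mutant as dispensed; Also added: DEVD-pNA substrate; Medium: Zinc-free HEPES pH 7.4 with 300 mM NaCl, 0.01% Triton X-100; Timing: 1 h compound preincubation, 2 h substrate cleavage, 25 °C; Measured by: Epi-absorbance of released pNA at 405 nm, two timepoints.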
# The depositor's hits bear a star; x = not tested or not shown.
no.	SMILES	procasp3 activ	PP1 counter	HCV core dimer	JMJD2C inh	PP5 inh	TPT1 inhibitor	CTSL1 counter	Efflux pump inh	proCasp7 act
1	COc1ccc(Cc2nnc(NC(=O)c3ccco3)s2)cc1	6	-1	0	-4	0.3	-5	2	-0.1	9
2	CCOC(=O)c1c(-c2ccc(C)o2)csc1NC(=O)CN1CCN(CC)CC1	-14	-4	-5	2	4.1	1	2	0.0	-12
3	CCN(Cc1cc2cc(C)ccc2[nH]c1=O)S(=O)(=O)c1ccccc1	7	-6	4	-5	1.7	-3	-1	0.0	4
4	CN(C)N1C(N)=C(C#N)C(c2ccsc2)C2=C1CCCC2=O (stereo not given)	5	-1	-2	1	-2.1	-1	4	0.2	0
5	C[C@@H](CSc1ccccc1)CN1CC[C@H](C(C)(C)C)CCC1=O	-8	5	-2	4	4.8	-1	2	0.1	-4
6	CCCCNC1=CC(=O)C(=O)c2ccccc21	1	1	-7	-3	1.5	-2	2	-0.1	3
7	CC(C)CCN(C(=O)CNC(=O)c1ccco1)C(C(=O)NC1CCCCC1)c1ccco1 (stereo not given)	-13	-1	1	6	0.2	0	-2	0.3	-2
8	CCN(CC)CCN1C(=O)C(=O)/C(=C(/O)c2c(C)[nH]c(C(=O)OC)c2C)C1c1ccccc1 (stereo not given)	-8	0	-4	-7	2.3	0	-2	-0.1	-8
9	CC1CN(S(=O)(=O)c2cccc(C(=O)OCC(=O)c3cccs3)c2)CC(C)O1 (stereo not given)	8	-2	2	4	0.6	-8	0	-0.1	1
10	CC(NC(=O)COC(=O)COc1ccc(Cl)cc1)c1ccccc1 (stereo not given)	7	x	x	10	x	x	x	0.1	1
11	COc1ccccc1C(=O)NCC(=O)OCC(=O)N(CC(C)C)c1c(N)n(Cc2ccccc2)c(=O)[nH]c1=O	5	-3	2	3	-2.5	3	-3	0.0	-1
12	CC(C)(C)C(=O)Nc1ncc(C(F)(F)F)cc1Cl	-2	2	0	3	1.9	-1	-3	-0.2	7
13	Cc1ccc(-c2nn(-c3ccccc3)cc2CC(=S)N2CCOCC2)cc1	2	3	-4	0	3.2	-1	2	-0.1	-2
14	COc1ccc(-c2nc(C(=O)NCCCN3CCOCC3)cc3c2[nH]c2ccccc23)cc1OC	2	0	-3	-3	1.6	2	1	-0.1	-2
15	COc1cccc(CN2CCN(C(=O)c3cccc4ccccc34)CC2)c1	-8	1	2	2	-0.3	6	2	0.2	-3
16	CSc1nc(Cl)c(C#N)c(-c2ccc(C)cc2)n1	-2	1	2	-16	0.7	1	1	0.0	0
17	Nc1cc(=O)[nH]c(SCc2csc(-c3ccccc3)n2)n1	-7	0	7	-4	-0.3	-1	-2	-0.1	4
18	CC(=O)Nc1ccc(S(=O)(=O)NCc2ccc(C)cc2)cc1	2	3	0	2	4.5	-3	-3	0.2	-6
19	CN(CC(=O)N1CCN(c2cccc(Cl)c2)CC1)S(=O)(=O)c1cccs1	-6	0	-1	-3	0.4	-1	-2	0.1	6
20	Cc1ccc(S(=O)(=O)N2CCC(C(=O)Nc3ccccc3N3CCCC3)CC2)cc1C	4	2	8	-1	-0.9	1	1	0.1	12
21	CCOC(=O)c1ccc(N2C(=O)C3CC=CCC3C2=O)cc1 (stereo not given)	3	-6	-2	x	2.3	-3	-3	0.1	10
22	Cc1cccc(C(=O)N/C(=C\c2ccco2)C(=O)N2CCCCCC2)c1	-6	2	4	-17	2.0	-2	0	-0.2	-6
23	CCN1C(=O)c2cccc3c(NC(=O)c4ccccc4)ccc1c23	-1	-7	-18	-5	1.1	1	1	0.1	12
24	CN1CC2([N+](=O)[O-])CC=C(OCCO)C([N+](=O)[O-])(C1)C2 (stereo not given)	0	-4	0	-1	-0.7	-2	-4	0.0	-2

# In the list so far, these contain nitrogen in an aromatic ring:
no.	SMILES	procasp3 activ	PP1 counter	HCV core dimer	JMJD2C inh	PP5 inh	TPT1 inhibitor	CTSL1 counter	Efflux pump inh	proCasp7 act
1	COc1ccc(Cc2nnc(NC(=O)c3ccco3)s2)cc1	6	-1	0	-4	0.3	-5	2	-0.1	9
3	CCN(Cc1cc2cc(C)ccc2[nH]c1=O)S(=O)(=O)c1ccccc1	7	-6	4	-5	1.7	-3	-1	0.0	4
8	CCN(CC)CCN1C(=O)C(=O)/C(=C(/O)c2c(C)[nH]c(C(=O)OC)c2C)C1c1ccccc1 (stereo not given)	-8	0	-4	-7	2.3	0	-2	-0.1	-8
11	COc1ccccc1C(=O)NCC(=O)OCC(=O)N(CC(C)C)c1c(N)n(Cc2ccccc2)c(=O)[nH]c1=O	5	-3	2	3	-2.5	3	-3	0.0	-1
12	CC(C)(C)C(=O)Nc1ncc(C(F)(F)F)cc1Cl	-2	2	0	3	1.9	-1	-3	-0.2	7
13	Cc1ccc(-c2nn(-c3ccccc3)cc2CC(=S)N2CCOCC2)cc1	2	3	-4	0	3.2	-1	2	-0.1	-2
14	COc1ccc(-c2nc(C(=O)NCCCN3CCOCC3)cc3c2[nH]c2ccccc23)cc1OC	2	0	-3	-3	1.6	2	1	-0.1	-2
16	CSc1nc(Cl)c(C#N)c(-c2ccc(C)cc2)n1	-2	1	2	-16	0.7	1	1	0.0	0
17	Nc1cc(=O)[nH]c(SCc2csc(-c3ccccc3)n2)n1	-7	0	7	-4	-0.3	-1	-2	-0.1	4

# Continuation:
no.	SMILES	procasp3 activ	PP1 counter	HCV core dimer	JMJD2C inh	PP5 inh	TPT1 inhibitor	CTSL1 counter	Efflux pump inh	proCasp7 act
25	COc1ccc(CCNC(=O)c2cc(=O)[nH]c3ccccc23)cc1	3	2	0	-1	0.5	1	-1	-0.1	6
26	Cc1ccc(-c2cc(C(=O)N(C)Cc3cnn(C)c3C)c3cc(Br)ccc3n2)cc1	1	1	26	-7	2.5	4	9	-0.4	3
27	COc1ccc(S(=O)(=O)NCC(c2ccc3c(c2)OCO3)N2CCN(c3ccccc3)CC2)cc1 (stereo not given)	3	-2	7	0	0.3	3	2	-0.1	7
28	O=C(NCc1ccco1)c1cc2sccc2n1Cc1ccccc1	-10	-1	4	1	5.6	-1	-3	0.3	-6
29	NC(=O)c1ccc(SCC(=O)OCC(=O)NCc2cccs2)c([N+](=O)[O-])c1	-19	-5	x	2	-0.9	x	x	-0.1	-24
30	Cc1cc(=O)[nH]c(SCC(=O)Nc2ccc(Cl)cn2)n1	0	-1	-7	11	2.4	-4	1	0.1	19
31	CCOCCn1c(C)c(C(=O)OCC)c2cc(O)c3ccccc3c21	5	-1	x	3	2.9	x	x	0.0	5
32	COc1ccc2cc(CCNC(=O)C3CCCC3)c(=O)[nH]c2c1	8	-3	3	15	0.9	2	-4	-0.1	0
33	O=c1[nH]cc(N(CCO)CCO)c(=O)[nH]1	-7	-4	1	-1	-0.4	0	7	-0.2	1
34	COc1cc(NC(=O)c2ccno2)cc(C(=O)Nc2cccc(C(F)(F)F)c2)c1	3	-1	7	3	5.4	0	1	0.0	3
35	CC(C)C(=O)NC(=S)N1CCc2ccccc21	2	1	3	-6	-2.6	4	2	0.8	-8
36	COc1cccc(N2C(=NC(=O)CCc3ccccc3)SC3CS(=O)(=O)CC32)c1 (stereo not given)	2	-3	4	3	2.8	-3	-4	0.0	3
37	CCOc1cc(N2CCOCC2)c(OCC)cc1NC(=O)C1=NN(c2cccc(C)c2)C(=O)CC1	-3	-3	8	-24	-0.3	-2	4	0.1	5
38	COc1cc(/C=C/c2ccc3cccc(O)c3n2)cc(Br)c1OC	0	15*	-5	-4	0.7	2	1	0.3	0
39	Cn1c(SCC2CCCO2)nnc1-c1ccncc1 (stereo not given)	-4	-6	-8	-23	0.1	1	-2	-0.2	9
40	O=C(CCNS(=O)(=O)c1ccc(Br)s1)NCc1ccc(F)cc1	-1	-3	-1	-3	-1.5	-6	0	-0.2	0
41	Cc1sc2ncnc(NC3CCN(Cc4ccccc4)CC3)c2c1C	4	1	-3	4	-0.6	0	-2	-0.1	1
42	O=C(NCCCN1CCOCC1)c1ccc(CS(=O)(=O)c2cccc(C(F)(F)F)c2)o1	7	-2	-4	-11	0.2	-2	0	0.0	-4
43	COc1ccc2nc3oc(C(=O)NC4CCN(Cc5ccccc5)CC4)cc3cc2c1	2	-5	-2	x	4.8	-1	0	0.3	8
44	COC(=O)CCCN1C(=O)c2cccc3cccc(c23)C1=O	9	-2	-4	-9	-1.8	-5	6	-0.1	-4
45	Cc1cc(C)c(Cn2c3ccccc3c3cnn(CC(=O)NCc4ccccn4)c(=O)c32)c(C)c1	-5	5	23	-3	5.3	0	3	0.0	-5
46	COc1ccc(S(=O)(=O)N/N=C\c2ccccc2F)cc1	1	1	9	-29	-3.2	0	1	-0.1	-3
47	CCn1cc(CN2CCC(C(=O)Nc3cccc(-c4cccc(Cl)c4)c3)CC2)c(C)n1	1	2	-7	-4	1.7	-4	-2	-0.1	-4
48	Cc1cc(=O)oc2cc(OCC(=O)OCC(=O)NC(=O)NC(C)C)ccc12	3	-2	-1	-2	-2.1	-1	-3	0.2	10
49	CN(C)C(=O)CSc1cccc2cccnc12	-7	0	-2	-1	3.9	0	7	-0.1	1
50	Cc1cccc(-c2ncc(CN3CCCC(CO)(Cc4cccc(Cl)c4)C3)cn2)c1 (stereo not given)	15	2	0	-3	4.1	5	0	0.2	0
51	Cc1ccc(N2C(=O)CC(C3CCCO3)C2=O)cc1 (stereo not given)	-4	3	4	7	0.4	-4	-4	-0.1	-14
52	CCOc1ccc(-n2c(=O)c3sccc3n(Cc3cccc([N+](=O)[O-])c3)c2=O)cc1	1	-1	2	1	-1.6	1	0	0.0	4
